Polio RdRp inh: poliovirus RNA polymerase inhibition; P03300; poliovirus polymerase elongation, fluorescence polarization; active compounds read low; % elongation, % (compound at 16.7 µg/mL); 0.66% of 150,000 active; in the data active = % elongation below about 90%; note: some results filed as inactive read as strong as hits
Target sequence (P03300 1749-2209 limits assumed): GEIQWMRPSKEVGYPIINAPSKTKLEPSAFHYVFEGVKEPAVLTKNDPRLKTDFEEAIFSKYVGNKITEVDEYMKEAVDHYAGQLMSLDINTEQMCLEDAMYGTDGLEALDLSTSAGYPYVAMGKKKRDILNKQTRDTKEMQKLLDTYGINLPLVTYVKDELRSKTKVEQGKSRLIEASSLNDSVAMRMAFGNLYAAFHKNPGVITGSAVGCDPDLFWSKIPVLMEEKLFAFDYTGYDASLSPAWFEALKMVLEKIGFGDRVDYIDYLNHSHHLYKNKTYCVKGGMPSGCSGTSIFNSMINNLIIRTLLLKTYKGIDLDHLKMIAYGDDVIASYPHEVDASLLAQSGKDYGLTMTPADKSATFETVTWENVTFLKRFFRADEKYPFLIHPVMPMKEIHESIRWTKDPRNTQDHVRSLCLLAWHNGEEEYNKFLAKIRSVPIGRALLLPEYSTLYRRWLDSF
Polio RdRp inh FP z-score: recorded beside Polio RdRp inh, whose call it bears; z-score; measured here: FP z-score; hits read low
Starred values were filed as active, the others as inactive; & = joins results of further samples. An excerpt; the hit share may differ from the screen's.

SMILES	Polio RdRp inh	Polio RdRp inh FP z-score
N#CC1=C(N)N(c2ccc(S(N)(=O)=O)cc2)C2=C(CCC2)C1(C(F)(F)F)C(F)(F)F	102.0	0
O=[n+]1cc(-c2cccc(C(F)(F)F)c2)n([O-])c2c1CCC2	104.0	0.7
CC(=O)N1CCN(S(=O)(=O)c2cccc(C(=O)Nc3ccnn3C(C)C3CC3)c2)CC1 (stereo not drawn)	101.0	-0.2
O=C(O)CCC(=O)Nc1ccc2ccccc2c1	102.0	0
O=C(CSc1ccccn1)c1ccc(F)cc1	99.0	-0.2
COc1ccc(-c2cc3ccc(O)c(CN4CCCCC4C)c3oc2=O)cc1OC (stereo not drawn)	105.0	-0.6
Cc1nc2ccccc2n1CCc1nc2c3ccccc3nc(SCc3ccccc3F)n2n1	108.0	0.5
CC(C)c1ccccc1NC(=O)c1cccs1	106.0	0.9
COc1ccc(/C=C/C(=O)NC(C)(C)C)cc1	105.0	0.3
CC(C)(C)NCc1ccccc1OCc1cccs1	98.0	-1.1
CC(C)(C)NC(=O)CCCN1C(=O)/C(=C/c2ccccc2)SC1=S	100.0	-0.7
COc1cc(C(=O)Nc2ccc3c(c2)CCN3C(C)=O)cc(OC)c1OC	101.0	0.6
CCCCN(CC)c1ncnc2c1sc1nc(N3CCOCC3)c3c(c12)CCCC3	106.0	0.4
CCOC(=O)C1C(=O)OC2(CCCCC2)C1C#N (stereo not drawn)	97.0	-0.7
COc1cc2c(=O)c(C(=O)c3ccc(C)c(C)c3)cn(Cc3ccccc3F)c2cc1OC	108.0	0.2
COc1ccc(CN(C(=O)NC2CCCC2)C2CCN(C(C)=O)CC2)cc1	104.0	0.9
CC(=O)N/C(=C\c1ccccc1)C(=O)OCc1c(C)noc1C	102.0	-0.1
O=C(COc1ccc2ccccc2c1)NC1CC(=O)N(c2cccc(F)c2)C1 (stereo not drawn)	115.0	1.9
O=S(=O)(Nc1ccc(Cl)cc1)c1ccc(NS(=O)(=O)c2ccc3c(c2)OCCO3)cc1	103.0	-0.4
CC(C)S(=O)(=O)c1c(SCC#N)sc(C#N)c1N	102.0	0.1
CCN1C(=O)c2ccccc2Sc2ccc(NC(=O)c3ccc(C)c(F)c3)cc21	113.0	1.4
COC(=O)CCC(=O)Nc1ccc(Cl)cc1	100.0	0.1
c1csc(Cc2nc3c4ccccc4ncn3n2)c1	102.0	0.2
CN(CCc1ccccn1)C(=S)Nc1ccc(Cl)cc1Cl	109.0	0.8
c1ccc(CCNC2=NCCCS2)cc1	101.0	-0.1
O=C(/C=C1\Sc2ccccc2NC1=O)NC1CC1	102.0	0.2
C1CCN=C(Nc2nc3c(s2)CCCC3)CC1	106.0	0.5
CC(C)c1ccc(OCc2ccc(C(=O)NCc3ccco3)cc2)cc1	102.0	0.3
COc1ccc(N(C)C(=O)c2cn(C)c(=O)c3cc(OC)c(OC)cc23)cc1	102.0	-0.3
COc1ccc(Br)cc1CNC(=O)C1CCCCN1S(=O)(=O)c1ccc(F)cc1 (stereo not drawn)	106.0	-0.3
COc1ccc(OCC(=O)Nc2cccnc2)cc1	103.0	0.7
CCN1C(=O)c2ccccc2Sc2ccc(NC(=O)Nc3ccc(C(C)=O)cc3)cc21	109.0	0.4
CCOC(=O)c1c(NC(=O)COC(=O)c2cn(CC)c3nc(C)ccc3c2=O)sc2c1CCCC2	103.0	0
Cc1cccc(N2CCN(C(=O)c3oc(=O)c4ccccc4c3-c3ccccc3)CC2)c1C	110.0	0.3
COc1ccc(C(=O)NCCc2sc(-c3cccc(C)c3)nc2C)cc1	99.0	-0.9
Cc1ccc2nc(-c3ccsc3)c(NCC(=O)NN)n2c1	101.0	-0.1

Complete entries, quoted from the list. Values in the order: Polio RdRp inh | Polio RdRp inh FP z-score
COc1ccc(N(C)C(=O)c2cn(C)c(=O)c3cc(OC)c(OC)cc23)cc1 reads 102.0 | -0.3
CC(C)c1ccc(OCc2ccc(C(=O)NCc3ccco3)cc2)cc1 reads 102.0 | 0.3
O=C(/C=C1\Sc2ccccc2NC1=O)NC1CC1 reads 102.0 | 0.2

Later entries
SMILES	Polio RdRp inh	Polio RdRp inh FP z-score
NC(=O)c1cc(NC(=O)/C=C/c2cccc(F)c2)cc(C(N)=O)c1	99.0	-0.4
CC1CCN(S(=O)(=O)c2ccc3nc(N4CCN(c5ccccc5F)CC4)ccc3c2)CC1	114.0	1.4
CC(C)(C)C(=O)NNc1ncnc2sccc12	104.0	0.5
S=c1[nH]nc(-c2ccccc2)n1N=Cc1cccs1	104.0	0.1
COc1ccc(CCNC(=O)COc2ccc(-c3noc(C)n3)cc2)cc1OC	104.0	0.2
CCc1ccc(NC(=O)c2ccc3c(c2)OCO3)cc1	99.0	-1
CC1=C(C(=O)Nc2ccccc2)C(C2CCCCC2)C(C#N)=C(N)O1 (stereo not drawn)	102.0	0
COc1ccc(N2CCN(C(=O)C(CCSC)N=C3NS(=O)(=O)c4ccccc43)CC2)cc1 (stereo not drawn)	106.0	0.6
Cc1ccccc1NC(=O)CCCn1nc(C)c2c(C)n(-c3ccccc3)nc2c1=O	105.0	0.5
CCOC(=O)c1c(-c2ccccc2)nc(=O)[nH]c1-c1ccc(-c2ccc(F)cc2)o1	102.0	0.3
O=C(NCCSC1CCCCC1)c1ccco1	102.0	-0.4
O=C(Cc1ccc(S(=O)(=O)N2CCOCC2)s1)Nc1ccccc1Br	110.0	0.9
Cc1cc(C)nc(N2CCC(NC(=O)Cc3cccs3)CC2)n1	102.0	-0.1
Oc1ccccc1C1=NNC(O)(C(F)(F)F)C1 (stereo not drawn)	102.0	0.3
CCOc1c(Br)cc(C2C=C(C(=O)O)Nc3ncnn32)cc1OC (stereo not drawn)	110.0	1.2
CCC(C)(C)C(=O)Nc1nnc(C(F)(F)F)s1	101.0	-0.2
Cc1ccc(-c2nn3c(=O)c4ccccc4nc3c3ccccc23)cc1	102.0	0.2
COc1cccc(NC(=O)CSC2=Nc3ccccc3C3=NC(C(C)C)C(=O)N23)c1 (stereo not drawn)	102.0	0
COc1ccc(C2NC(=O)N(C)C3=C2C(=O)N(c2ccc(Br)cc2)C3)cc1 (stereo not drawn)	101.0	-0.7
CCc1nnc2c3ccccc3nc(N3CCN(c4cc(C)ccc4C)CC3)n12	114.0	1.3
Cc1ccn2c(Nc3c(C)cccc3C)c(-c3ccc(Cl)s3)nc2c1	112.0	1
CC1CCCC(C)N1NC(=O)c1ccc2c(c1)SC1=NS(=O)(=O)CCN12 (stereo not drawn)	102.0	0
CCC(C)NC(=O)C1CCC(CNS(=O)(=O)c2cccc3nsnc23)CC1 (stereo not drawn)	106.0	0.2
COCCNC(=O)c1nn(-c2ccc(Cl)cc2)nc1CO	104.0	-0.5
Brc1ccc(OCc2cn3ccccc3n2)cc1	100.0	-0.3
COc1cccc(OCCCn2c(-c3ccc(Cl)cc3)nc3ccccc3c2=O)c1	104.0	-0.1
Cc1ccc(S(=O)(=O)Nc2ccc(N=NN3CCCCC3)cc2)cc1	100.0	-0.7
Cc1cc(C)cc(-n2c(=O)c3oc4ccccc4c3n(Cc3ccc(F)cc3)c2=O)c1	102.0	0
CN(C)c1ccc(C2NCC(CCl)O2)cc1 (stereo not drawn)	102.0	0
CC(C)CCNC(=O)C1CCN(c2nc3ccc(Cl)cc3[nH]2)CC1	100.0	-1.6
CC(=O)N1CCN=C1SCc1ccccc1	101.0	-0.7
c1ccc2sc(SN3CCOCC3)nc2c1	104.0	0.2
CN(C)S(=O)(=O)N(CC(=O)NCCSCc1cccc(Cl)c1)c1ccccc1	107.0	0.4
Cc1ccc(Cl)cc1N1CCN(C(=O)c2cn(C)c3ccc(S(=O)(=O)N4CCCC4)cc3c2=O)CC1	102.0	-0.5
Cc1ccc(/C=C/c2nc3ccccc3n2S(=O)(=O)c2ccc(Br)cc2)cc1	107.0	0.1
CSC(=NCc1sccc1COc1ccc(Cl)cc1)NC#N	108.0	0.8
CCC(C)NC(=O)C1c2ccccc2C(=O)N(C)C1c1c[nH]c2ccccc12 (stereo not drawn)	103.0	0.4
O=c1[nH]c2ccccc2nc1CCc1ccccc1	104.0	0.1
COc1ccccc1NC(=O)C(=O)NCC(c1ccc2c(c1)OCO2)N1CCOCC1 (stereo not drawn)	112.0	1.2
Cc1ccccc1-c1noc(COC(=O)CNC(=O)c2ccc(Cl)c(Cl)c2)n1	103.0	0.1
Cc1cc(NC(=O)C2=C(O)c3ccccc3S(=O)(=O)N2C)no1	99.0&100.0	-0.2&0.1
COc1ccccc1NC(=O)c1c(NC(=O)c2ccco2)sc2c1CCC(C(C)(C)C)C2 (stereo not drawn)	104.0	-0.3
O=c1c2c3c(sc2nc2n1CCCCC2)C(O)CCC3 (stereo not drawn)	99.0	-0.6
CCOc1ccc(NC(=O)C2CCCN2c2nnc(N3CCCC3=O)s2)cc1 (stereo not drawn)	106.0	1.1
CC(Oc1ccc(Br)cc1)C(=O)N1CCCCC1 (stereo not drawn)	100.0	-0.2
CCCc1oc2ccc(NS(=O)(=O)c3ccc(OCC)cc3)cc2c1C(=O)OCC	106.0	0.5
O=C(c1cn(-c2ccccc2)nc1-c1cccnc1)N1CCOCC1	103.0	0.4
Cc1cc(SCC(=O)N(C)C)nc2ccccc12	104.0	0.2

Brought forward from above: 6 entries; new compounds follow.
SMILES	Polio RdRp inh	Polio RdRp inh FP z-score
O=c1c2c3c(sc2nc2n1CCCCC2)C(O)CCC3 (stereo not drawn)	99.0	-0.6
CCOc1ccc(NC(=O)C2CCCN2c2nnc(N3CCCC3=O)s2)cc1 (stereo not drawn)	106.0	1.1
CC(Oc1ccc(Br)cc1)C(=O)N1CCCCC1 (stereo not drawn)	100.0	-0.2
CCCc1oc2ccc(NS(=O)(=O)c3ccc(OCC)cc3)cc2c1C(=O)OCC	106.0	0.5
O=C(c1cn(-c2ccccc2)nc1-c1cccnc1)N1CCOCC1	103.0	0.4
Cc1cc(SCC(=O)N(C)C)nc2ccccc12	104.0	0.2
Cn1c(CN2CCOCC2)nc2cc(NS(=O)(=O)c3ccc(F)cc3)ccc21	104.0	0.4
CCCN(CCC)C(=O)CCc1c(C)nc2c(c(C)nn2-c2ccc(C)cc2)c1C	100.0	-0.4
CC(=O)N(C)c1ccc(N=C2C(=O)Nc3ccc(C)c(Br)c32)cc1	102.0	0
CC1=CC(=C2C(=O)NC(=O)NC2=O)C=C(C)N1c1ccccc1	93.0	-1.9
CCN1C(=O)/C(=C\c2cccs2)SC1=Nc1cc(C)on1	105.0	0.6
CC(C)c1ccc2occ(CC(=O)Nc3ccccc3Cl)c2c1	118.0	0.2
CCN(C(=O)Nc1cn(C)c(=O)c2ccccc12)c1ccccc1	100.0	-0.5
CCc1ccc(NC(=O)CN(C)S(=O)(=O)c2cccc3nsnc23)cc1	101.0	0.3
CC1=NN(c2nc3ccccc3[nH]2)C(=O)C1CCC(C)C (stereo not drawn)	111.0	1.8
O=C(c1cc2nc(-c3ccccc3)cc(-c3ccccc3)n2n1)N1CCCC1	101.0	-0.1
COC(=O)c1c(NC(=S)Nc2ccn(C)n2)sc2c1CCCC2	99.0	-0.7
O=C(NCC(c1ccc(F)cc1)N1CCOCC1)c1ccc(C(=O)c2ccccc2)cc1 (stereo not drawn)	103.0	0.3
CC1CCN(C(=O)c2cc(-c3ccncc3)nc3ccccc23)CC1	98.0	-0.3
CC(O)CN1CC2CC(C1)c1cccc(=O)n1C2 (stereo not drawn)	105.0	0.2
Cc1ccc(S(=O)(=O)c2cn(CC(=O)Nc3ccc4c(c3)OCO4)c3ccccc3c2=O)cc1C	104.0	-0.8
CCCOC1(NC(=O)c2ccccc2)C(C)=CC(=O)C=C1C	104.0	0.5
CC1CCCN(CC(=O)Nc2ccc(Cl)c(C(F)(F)F)c2)C1 (stereo not drawn)	103.0	-0.5
CC(C)C(=O)Nc1ccc2nc(SCC(=O)N3CCc4ccccc43)sc2c1	83.0*	-5.5*
CCCCN1CCCCC1C(=O)Nc1c(C)cccc1C (stereo not drawn)	102.0&100.0	0.7&0
CCC1=Nc2cc(C(=O)NCC3CCCO3)ccc2Sc2ccc(Br)cc21 (stereo not drawn)	104.0	0.6
Cn1ccsc1=NC(=O)c1ccccc1OC(F)F	105.0	0.3
Cc1ccccc1-c1noc(-c2cccnc2N(C)Cc2ccc(Cl)cc2)n1	104.0	-0.9
O=C(c1ccco1)N1CCN(C(=O)c2cc(F)c(F)c(F)c2F)CC1	102.0	0.1
COc1ccc(N(CC(=O)N2CCN(c3ccc(F)cc3)CC2)S(=O)(=O)c2c(C)n[nH]c2C)cc1	105.0	0.1
Cc1noc(NS(=O)(=O)c2ccc(N3CC(O)=C(c4ccccc4)C3=N)cc2)c1C	97.0	-0.4
CC(NC(=O)CCN1C(=O)NC2(CCCC2)C1=O)c1cc(F)c(Cl)cc1Cl (stereo not drawn)	102.0	0.1
O=c1[nH]c2ccc(NC(=S)Nc3ccc(S(=O)(=O)N4CCOCC4)cc3)cc2[nH]1	99.0	-0.2
COc1ccc(C2CCCN2C(=O)c2cccs2)cc1 (stereo not drawn)	100.0	-1.7
CCOC(=O)CN1C(=O)C(O)(CC(=O)c2ccc3c(c2)OCO3)c2ccccc21 (stereo not drawn)	102.0	0.4
CCc1ccc(-n2c(N)c(C(=O)OC)c3nc4ccccc4nc32)cc1	98.0	-0.8
CC(C)c1nnc(NC(=O)c2nc(S(=O)(=O)Cc3ccccc3)ncc2Cl)s1	102.0	-0.8
CN(C)C(=O)COC(=O)c1ccccc1NCCO	100.0	-0.3
CC(C)NC(=O)CCc1nc(-c2ccc(Cl)cc2)no1	102.0	0.1
CC(CC(=O)c1ccccc1)CC(=O)c1ccccc1	113.0	0.8
CCC(Sc1nnc(C)s1)C(=O)Nc1nccs1 (stereo not drawn)	101.0	0.2
Cc1cc(=O)oc(C)c1C(=O)OCC(=O)c1ccccc1	100.0	0.2
CSc1nc(C)cc(OCC(=O)NCCOc2ccc(C)cc2)n1	101.0	0.4
